Screening results deposited in PubChem by several laboratories.
Granule exo inh – LAMP-1 surface exposure blockers, TALL-104 cells – cell-based, flow cytometry, MLPCN library, primary screen | AID 651702, 2012 | 360,000 tested, 0.66% active | inhibition, % at 10 µM | TALL-104 LAMP-1 surface exposure; cells stimulated with thapsigargin and PMA;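 active = inhibition above about 55%, limit read from the data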
iPSC survival up – enhancers of single-cell hiPSC survival, primary screen, ATPlite luminescence | 100% = ROCK inhibitor wells, 0% = DMSO | survival enhancement, % at 20 µM | 360,000 tested, 0.044% active; in the data active = survival enhancement above about 18%;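 also: cells exposed to compounds for 16 hours before the ATP read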
Glyco luc inh – increase of ERlucT glycosylation luciferase signal, primary screen, N-linked glycosylation inhibitor project, D54 ERlucT cells, luminescence, set 2; D54 ERlucT glycosylation luciferase reporter, 24 h; percent of 100 nM tunicamycin response; reporter increase, % at 12.5 µM; 360,000 tested, 0.23% active;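 active = mean luciferase reporter signal, scaled so untreated is 0 and the glycosylation-blocking control 100, at or above a set limit in every replicate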;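 also: luciferase carries N-glycosylation sites so blocking glycosylation raises the light; 0% = median of neutral control wells and 100% = median of 100 nM tunicamycin wells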
MC4R barr agon – MC4R agonists recruiting beta-arrestin, primary screen, cell-based, luminescence, agonist arm of biased-ligand search; Melanocortin receptor 4 (Homo sapiens), P32245; U2OS MC4R beta-arrestin complementation; percent of melanotan II response, DMSO zero; activation, % at 8.9 µM; 360,000 tested, 0.98% active; AID 540308, 2011;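 active = activation above a per-plate cutoff, the mean activation of sample wells on that plate plus 3 SD, cut at about 8% in these data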
Target sequence (P32245 whole entry, looked up): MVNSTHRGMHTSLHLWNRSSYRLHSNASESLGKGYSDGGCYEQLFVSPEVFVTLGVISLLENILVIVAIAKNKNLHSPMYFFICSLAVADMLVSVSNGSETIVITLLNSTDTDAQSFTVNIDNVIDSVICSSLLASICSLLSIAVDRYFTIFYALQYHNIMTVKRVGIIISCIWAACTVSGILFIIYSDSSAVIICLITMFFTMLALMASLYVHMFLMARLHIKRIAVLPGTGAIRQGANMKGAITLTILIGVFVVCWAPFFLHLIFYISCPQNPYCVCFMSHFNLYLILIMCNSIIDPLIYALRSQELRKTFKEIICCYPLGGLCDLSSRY
MC4R antag cAMP – MC4R antagonists of cAMP signaling, primary screen, cell-based, TR-FRET, antagonist arm of biased-ligand search; 360,000 tested, 0.48% active; inhibition, % at 6.5 µM; MC4R-expressing cells, MTII-stimulated cAMP, LANCE TR-FRET;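 active = inhibition above its plate's cutoff, the mean of tested wells on that plate plus 3 SD, cut at about 29% in these data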;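 also: 0% = Melanotan II alone and 100% = Melanotan II plus saturating MCL0020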
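Assay system: human MC4R-expressing U2OS cells; reagent: Melanotan II stimulation of cells; dosing: 6.5 µM single dose; timing: compound 30 min, challenge 1 h, detection 1 h; signal: TR-FRET cAMP assay; replicates: one well per compound, no replicates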
ABHD5-PLIN5 inh – ABHD5-PLIN5 interaction inhibitors, primary screen, cell lysate, split luciferase complementation, luminescence; Perilipin-5 (Homo sapiens) + 1-acylglycerol-3-phosphate O-acyltransferase ABHD5 (Homo …; Split G. princeps luciferase complementation, 4 h; inhibition, % at 4 µM; 360,000 tested, 0.78% active; AID 602281, 2012;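 active = inhibition above the mean inhibition across every tested compound plus 3 SD, cut at about 22% in these data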;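 also: 0% = DMSO only wells and the 100% control is not disclosed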
Cardio protect – cardioprotection against H2O2-induced cell death, primary screen, uHTS, H9c2 cells, ATPLite luminescence; 360,000 tested, 0.63% active; AID 588492, 2011; H9c2 cardiomyocytes, H2O2 injury protection, 2 h; protection from H2O2 cell death, % at 20 µM;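 active = compounds giving at least 50% protection of heart cells from peroxide-induced death in the single-dose screen, raw or plate-pattern-corrected value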;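 also: 0% = DMSO wells with peroxide and 100% = DMSO wells without peroxide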
HTR2A ag – mouse Htr2a agonists via beta-arrestin recruitment, primary screen, cell-based, luminescence; 360,000 tested, 0.66% active; activation, % at 7.6 µM; CHO-K1 mHTR2A beta-arrestin complementation; percent of 30 µM serotonin response; 5-hydroxytryptamine receptor 2A (Mus musculus), P35363; AID 624169, 2012;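 active = activation above a run cutoff, the mean activation of all tested compounds plus 3 SD, cut at about 14% in these data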;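 also: 0% = plate median of compound wells and 100% = 30 µM serotonin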
Target sequence (P35363 whole entry, looked up): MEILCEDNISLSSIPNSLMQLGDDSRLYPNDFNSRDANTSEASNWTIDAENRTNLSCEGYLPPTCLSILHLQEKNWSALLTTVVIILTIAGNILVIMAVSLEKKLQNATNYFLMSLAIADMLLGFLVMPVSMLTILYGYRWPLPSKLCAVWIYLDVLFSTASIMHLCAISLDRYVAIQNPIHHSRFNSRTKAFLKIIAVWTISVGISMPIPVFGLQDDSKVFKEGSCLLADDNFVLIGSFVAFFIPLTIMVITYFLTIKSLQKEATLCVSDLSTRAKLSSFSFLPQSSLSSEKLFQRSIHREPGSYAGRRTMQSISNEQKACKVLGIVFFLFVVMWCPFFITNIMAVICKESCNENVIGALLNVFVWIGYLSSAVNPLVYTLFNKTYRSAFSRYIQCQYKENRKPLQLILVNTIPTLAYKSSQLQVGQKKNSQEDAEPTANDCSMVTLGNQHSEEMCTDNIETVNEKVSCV
ABCB6 inh MLPCN – ABCB6 transporter inhibitors, primary screen, K562-ABCB6 cells, flow cytometry, MLPCN library; K562-ABCB6 porphyrin accumulation, 1 h; active compounds read low; fluorescence ratio to DMSO, % at 10 µM; 360,000 tested, 0.19% active;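 active = fluorescence ratio to DMSO below 75%, the collection mean minus 3 SD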;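 also: signal is porphyrin accumulated inside mitochondria; 100% equals median channel fluorescence of DMSO control wells; lower ratio means ABCB6 inhibition with less porphyrin fluorescence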
aDG glyco act – activators of alpha-DG glycosylation, primary screen, uHTS, Pro5-aDG cells, AlphaScreen | alpha-DG glycosylation AlphaScreen (IIH6); 0% Pro5, 100% B10-LARGE cell signal | activation, % at 10 µM | 360,000 tested, 0.22% active;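 active = activation of at least 8% versus controls, or a plate z-score of at least 8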;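 also: Pro5 are CHO cells carrying HIG-tagged alpha-DG that lacks glycosylation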
The depositor's hits bear a star; . = no result given.

Structure	Granule exo inh	iPSC survival up	Glyco luc inh	MC4R barr agon	MC4R antag cAMP	ABHD5-PLIN5 inh	Cardio protect	HTR2A ag	ABCB6 inh MLPCN	aDG glyco act
CN(C)c1ccc(/C=C/C=N/Nc2nc(N3CCOCC3)nc(N3CCOCC3)n2)cc1	-6	0.6	-4	-0.6	6	-1	-5	-2	104	0.1
CCc1nc(Cl)c(C#N)c2c1CCCC2	9	1.2	-9	-1.6	10	-2	7	0	105	0.5
N#CC1(N2CCN(C(=O)c3ccccc3)CC2)CCCCC1	-3	1.1	2	-0.8	-1	-1	-1	2	101	-0.2
COC(=O)CSc1nc(N2CCCCC2)c2c(c1C#N)CCCC2	0	-2.4	0	-2.4	9	0	-6	-2	90	0.9
C/C(=N\Nc1ccc(C#N)cc1[N+](=O)[O-])c1ccc(C)o1	9	0.4	3	0.6	9	3	-1	3	101	-0.2
Cc1cc(Nc2ccccc2)n(-c2ccccc2)n1	4	-0.7	1	-1.1	16	-9	5	-6	87	0.2
CC(=O)Nc1ccc(C=CC(=O)c2ccc([N+](=O)[O-])cc2)cc1	-2	-1.8	3	-1.9	15	27*	2	14	101	0.4
Cc1ccc2[nH]c(=O)c(Cc3ccccc3)c(O)c2c1	-3	-0.7	1	-1.8	7	-1	6	1	101	0.1
CCc1cc(-c2n[nH]c(=S)n2CC)cs1	-2	0.8	2	-1.7	10	-5	3	-1	96	0.0
COc1cccc(CCc2nnc(CCC(=O)NCCC3CCCCO3)o2)c1 (stereo not drawn)	-13	-0.6	1	-1.3	4	4	3	-1	97	0.0
COc1ccc(C(C(=O)NC(C)(C)C)n2c(-c3ccc(-c4ccccc4)cc3)nc3ccccc32)cc1 (stereo not drawn)	6	.	.	.	.	0	.	-5	.	1.8
Cc1ccc(C)c(S(=O)(=O)N2CCN(C(=O)c3ccccn3)CC2)c1	-5	-0.5	1	-3.3	2	-7	3	1	102	-0.2
C=CCn1c(COc2ccc(Cl)cc2)nnc1SCc1ccc(C#N)cc1	5	1.9	-6	-0.5	1	6	0	3	88	0.1
O=C(Nc1cccc(Cl)c1Cl)C1CCN(C(=O)c2cccs2)CC1	-12	0.4	2	-1.9	2	-2	-4	-5	95	0.1
O=C(CCNC(=O)c1ccc(Br)cc1)NC1CCCCCC1	1	0.2	-2	-0.6	-3	9	2	-23	103	0.0
C=CCn1c(CNc2ccccc2)nnc1SCC(=O)N/N=C/c1ccccc1O	4	-0.2	-1	-0.8	0	5	63*	7	104	0.4
CC1(C)Cc2[nH]c(=S)c(C#N)cc2CO1	8	-1.2	2	-0.9	-1	1	2	1	95	-0.1
O=C(CC1OC(=O)c2ccccc21)Nc1cc(Cl)ccc1N1CCCC1 (stereo not drawn)	12	-0.2	-1	-0.5	10	10	-1	2	97	-0.2
CCCCCCN1CCN(C2CN(Cc3cn(Cc4ccc(C)cc4)nn3)S(=O)(=O)C2)CC1 (stereo not drawn)	13	-1.2	.	.	.	-13	.	2	102	0.3
CC(=O)c1cccc(Nc2cc(C)nc3ccccc23)c1	0	-0.4	0	2.7	-4	6	-2	1	94	0.0
Cn1c(-c2ccc(Cl)cc2)ccc(C#N)c1=O	1	3.8	2	11*	-2	-2	-3	-3	91	0.3
COc1ccc(O)c(C(=O)c2cc(C#N)c(=O)n(CC3CCCO3)c2)c1 (stereo not drawn)	-2	-0.9	-1	0.4	-1	4	-6	-1	97	0.2
CCN(CCCNc1cc2c(c(N)c1S(=O)(=O)O)C(=O)c1ccccc1C2=O)c1ccccc1	-2	0.9	-4	-4.4	-4	15	-14	-10	153	-0.8
O=C(OCC(=O)N1CCCCCC1)c1cccc(Cl)c1Cl	0	1.7	1	-1.6	-2	-2	-12	-2	94	-0.1
O=C(C1=C(O)C(=O)N(CCN2CCOCC2)C1c1cccc([N+](=O)[O-])c1)c1cccs1 (stereo not drawn)	-8	-0.5	1	-1.1	-3	-1	6	1	94	0.0
Cc1ccccc1C(=O)Nc1sc2c(c1C(=O)O)CCC2	0	0.7	3	-2.6	4	-2	2	-3	91	-0.1
O=C(CSc1nc2ccsc2c(=O)n1CC1CCC(C(=O)O)CC1)c1ccc(F)cc1 (stereo not drawn)	0	-0.4	1	1.0	16	8	7	-4	95	-0.3
C/C(=N\Nc1ccc(F)cc1)c1ccncc1	1	0.1	1	-1.4	10	0	-3	1	99	-0.1
OC1(c2cn(Cc3ccccc3)nn2)CCCCC1	0	-1.7	2	-0.2	2	0	2	-3	89	-0.2
Brc1ccc2c(c1)C(c1ccc(N3CCOCC3)cc1)=NNC(c1cccs1)=N2	-1	-1.8	-2	-2.9	4	4	-1	0	99	-0.7
OCCN(Cc1ccccn1)Cc1ccccn1	13	-0.3	5	.	.	2	11	-3	100	0.1
Cc1ccc(OCC(=O)Nc2oc(-c3ccccc3)c(-c3ccccc3)c2C#N)cc1	-2	-0.7	1	-1.7	1	-7	2	-6	107	-0.2
Cc1ccc(C(=O)NCC2CCCO2)cc1S(=O)(=O)N1CCCCC1 (stereo not drawn)	-5	0.0	1	-2.9	-3	-3	4	-4	100	-0.2
COc1ccc(-n2c(COc3cccc4ccccc34)nnc2SCC(=O)NCc2ccco2)cc1	7	-0.4	3	-2.1	9	11	2	0	90	0.4
CC(=O)N[C@@H](Cc1c[nH]c2ccccc12)C(=O)NCc1ccccc1	-8	-0.5	-1	-0.8	1	-1	2	-4	101	0.0
CCOC(=O)c1c(-c2ccccc2)oc2ccc(O)c(CN3CCN(C)CC3)c12	0	-0.8	-7	0.0	4	21	35	-7	94	3.6
COc1ccc(OC)c(NC(=O)c2cc3c(Cl)nc4ccccc4c3s2)c1	-1	-1.2	2	28*	5	4	-15	-2	98	-0.2
COc1ccccc1N(CC(=O)N/N=C(\C)c1ccccc1O)S(=O)(=O)c1ccc(C)cc1	-2	1.0	-6	-0.6	34*	5	39	-8	95	0.6
COc1ccc(CCNC(=O)/C(C#N)=C2\N=C(NC(=O)c3ccco3)c3ccccc32)cc1	84*	0.8	4	14*	4	1	4	-1	101	0.4
COc1ccc(C(=O)Nc2ccc3c(c2)OCO3)cc1OC	-1	-3.0	0	-0.3	18	-6	0	-1	98	-0.1
COc1ccc(/C=N\NC(=O)C2COc3ccccc3O2)cc1O (stereo not drawn)	2	-0.2	15	0.8	-1	-1	24	-5	96	0.0
OCCC1CN(Cc2cccn2-c2ccccn2)CCN1Cc1ccccc1 (stereo not drawn)	-2	0.1	5	-0.6	3	-3	4	-2	88	-0.1
COc1ccc(C(=O)COC(=O)[C@@H](NS(=O)(=O)c2ccccc2)C(C)C)cc1	36	4.1	-1	-0.4	10	5	-2	2	102	-0.1
O=C(Cc1ccccc1[N+](=O)[O-])NCc1ccco1	0	3.6	2	-3.2	-4	5	2	8	99	-0.2
CCOc1cc(/C=N/NC(=O)C2CCCC2)ccc1O	-4	-0.4	3	-3.3	4	0	1	-1	95	0.2
Cc1cc(C)n(C(=O)CN2C(=O)CCC2=O)n1	0	-2.2	0	-0.8	10	1	1	-2	103	0.1
CC(=O)Nc1ccc(S(=O)(=O)N(C)CC(=O)N/N=C/c2ccc(C(=O)O)cc2)cc1	-2	1.4	-1	2.0	9	-3	-2	1	90	0.1
COc1ccc(CN2C3CCCC2CC(NC(=O)Nc2cccc(C)c2)C3)cc1 (stereo not drawn)	-1	-2.3	-1	-1.5	6	-3	-12	-3	98	0.3
OCC[C@H]1C[C@@H](O)[C@H](O)[C@@]2(CCCO2)O1	4	0.9	1	0.1	11	5	2	6	102	0.3
CC1=C(C(=O)N2CCOCC2)CC(CC(=O)NC(c2ccccc2)c2ccccc2)C(=O)N1CCC1=CCCCC1 (stereo not drawn)	-4	4.5	2	.	.	1	3	8	95	0.3
Cc1ccc2c(c1)nnn2C1CCN(CC(=O)N2CCN(c3ccc(F)cc3)CC2)CC1	0	2.0	-2	-1.9	6	-1	-3	-6	99	0.6
COc1ccc(O)c(C(=O)c2cnn(-c3ccccn3)c2)c1	-15	-0.6	1	-1.2	10	2	0	1	95	-0.3
CCCNC(=O)C1CC2Cn3c(nc4ccccc43)C2N1C (stereo not drawn)	-8	1.3	2	1.9	11	4	-3	-1	98	0.0
O=C(CSc1nc2ccccc2o1)NCc1n[nH]c(=O)c2ccccc12	-1	1.3	-2	-0.2	-5	-2	57*	-5	97	-0.1

2 entries from above, with two lines to a compound.
Values run as follows: Granule exo inh, iPSC survival up, Glyco luc inh, MC4R barr agon, MC4R antag cAMP, ABHD5-PLIN5 inh, Cardio protect, HTR2A ag, ABCB6 inh MLPCN, aDG glyco act
O=C(CSc1nc2ccsc2c(=O)n1CC1CCC(C(=O)O)CC1)c1ccc(F)cc1 (stereo not drawn)
 : 0, -0.4, 1, 1.0, 16, 8, 7, -4, 95, -0.3
C/C(=N\Nc1ccc(F)cc1)c1ccncc1
 : 1, 0.1, 1, -1.4, 10, 0, -3, 1, 99, -0.1
